# Screens: PubChem, Vanderbilt University
# GIRK2 act = GIRK2 channel activators by thallium flux; P48051; HEK293 GIRK2/NPY4 cells, thallium flux fluorescence; activation (% efficacy), % for hits at 37.5 µM; 34,000 tested, under 10 active; AID 1259324;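 active = primary screen hit, no activity in plain HEK293 cells, and in GIRK2-only cells above 5% efficacy rising with concentration; inactive = the rest, including fluorescent compounds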;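 note: efficacy is normalized control-subtracted fluorescence 15 s after thallium addition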
# Target sequence (P48051 whole entry, looked up): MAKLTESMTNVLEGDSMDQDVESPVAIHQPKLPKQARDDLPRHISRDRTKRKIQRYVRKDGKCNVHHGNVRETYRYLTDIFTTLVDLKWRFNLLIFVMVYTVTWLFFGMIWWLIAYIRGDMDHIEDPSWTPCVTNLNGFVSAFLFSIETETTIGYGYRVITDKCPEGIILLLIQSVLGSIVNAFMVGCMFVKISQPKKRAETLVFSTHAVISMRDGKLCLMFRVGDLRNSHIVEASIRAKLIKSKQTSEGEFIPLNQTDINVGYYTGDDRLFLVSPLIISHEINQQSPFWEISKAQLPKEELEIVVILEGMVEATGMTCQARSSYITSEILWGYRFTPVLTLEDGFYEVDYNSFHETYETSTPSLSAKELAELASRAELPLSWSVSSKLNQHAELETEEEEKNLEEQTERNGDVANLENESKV
# Calls only; i = inactive. Not all compounds are listed (hit frequency here may not be typical).
SMILES,GIRK2 act
O=S(=O)(NCC1COC2(CCCCC2)O1)c1ccc(Br)cc1 (configuration not stated),i
CC(C)c1ccc(C(=O)Cn2nc(-c3ccco3)c3sc(N4CCOCC4)nc3c2=O)cc1,i
O=c1ccc(-c2cccs2)nn1CCCNS(=O)(=O)c1cccc(C(F)(F)F)c1,i
CN1CCN(c2ccc(N3CCN(C(=O)c4ccc(Br)o4)CC3)nn2)CC1,i
O=C(Nc1ccc(CC(=O)N2CCC(O)CC2)cc1)C1CCC1,i
COc1ccc(Cl)cc1NC(=O)Cc1csc(-n2cccc2)n1,i
Cc1cc(C)n(CCNC(=O)Oc2ccccc2)n1,i
O=C(Cn1cnc(-c2ccccc2)cc1=O)NCc1ccco1,i
NS(=O)(=O)c1ccc(NC(=O)c2ccccc2)cc1,i
Cc1noc(-c2ccn3c(=O)n(CC#N)nc3c2)n1,i
C=CCNC(=O)Nc1nnc(-c2ccc(C)c(C)c2)o1,i
CC(C)c1nnc(C2CCN(S(=O)(=O)/C=C/c3ccccc3)CC2)o1,i
Cc1ccc2c(c1)NC(SCC(=O)Nc1cccc(Cl)c1C)=NS2(=O)=O,i
CCn1c(C)cc(O)c(C(c2ccc(O)c(OC)c2)c2c(O)cc(C)n(CC)c2=O)c1=O,i
O=C(Cn1c(Cc2ccccc2)nc2ccccc21)N1CCCCCC1,i
CSc1ncccc1C(=O)NCCc1csc2nc(-c3ccccc3F)nn12,i
COc1ccc(C(CNC(=O)C(=O)Nc2ccccc2C#N)N2CCOCC2)cc1 (configuration not stated),i
COc1ccc(OC)c2sc(N3CCN(C(=O)c4ccno4)CC3)nc12,i
CC(=O)N1CCN(C(=O)c2cc(-c3cccs3)nc3c2c(C)nn3C2CCS(=O)(=O)C2)CC1 (configuration not stated),i
CS(=O)(=O)c1ccc(NC(=O)c2c(F)cccc2Cl)cc1,i
CC(C)c1nnc(C2CCN(CC(=O)N3CCc4ccccc43)CC2)o1,i
Cc1cc(NC(=O)c2cc(Cl)ccc2Cl)n(-c2nc3c(cnn3-c3ccc(F)cc3)c(=O)[nH]2)n1,i
Cc1nc(N2CCN(CCO)CC2)nc(N2CCCCC2)c1[N+](=O)[O-],i
CCNC(=O)C(=O)NCC1CCN(Cc2ccco2)CC1,i
N#Cc1nc(-c2ccc(S(=O)(=O)N3CCCCCC3)cc2)oc1NCc1ccc2c(c1)OCO2,i

# Following part:
SMILES,GIRK2 act
COc1ccc(OC)c(NC(=O)CCCn2nc(-c3ccco3)ccc2=O)c1,i
CC(C)(CO)NC(=O)Cc1ccc(NC(=O)CSc2ccc(F)cc2)cc1,i
O=C(c1nc(-c2cnccn2)no1)N1CCN(Cc2ccccc2)CC1,i
Cc1ccccc1-c1ccc(SCC(=O)Nc2ccc(F)cc2F)nn1,i
Cc1ccc(C(CNC(=O)c2cccc(Br)c2)N2CCOCC2)cc1 (configuration not stated),i
O=C(Cc1ccc(Cl)cc1)NCC1(O)CCOCC1,i
CCNC(=O)N1CCN(Cc2nc(-c3ccccc3)cs2)CC1,i
O=C(NCc1ccccc1Cl)C1CCCN(C(=O)NC2CC2)C1 (configuration not stated),i
CC(=O)c1ccc(NC(=O)C2CCCN(c3ccc(-n4nc(C)cc4C)nn3)C2)cc1 (configuration not stated),i
CCC(C)NC(=O)Cc1cc(-c2ccc(OC)cc2)on1 (configuration not stated),i
Cc1[nH]c(=O)[nH]c(=O)c1CC(=O)Nc1cccnc1,i
Cc1cccc(N2C(=O)Nc3ccccc3S2(=O)=O)c1C,i
COc1ccc(Br)c(C(=O)NCC2CCN(c3ccccn3)CC2)c1,i
COc1ccccc1OCC(=O)NCC1CCN(Cc2ccccc2)CC1,i
O=c1ccc(-c2cccs2)nn1CCCNS(=O)(=O)c1ccccc1F,i
O=C(NCC(c1ccc(F)cc1)N1CCOCC1)C(=O)Nc1ccc2c(c1)OCCO2 (configuration not stated),i
CSCCn1c(=NC(=O)C2CCCN2S(C)(=O)=O)sc2ccccc21 (configuration not stated),i
Cn1nc(-c2ccc(NS(=O)(=O)c3ccc(-c4ccccc4)cc3)cc2)ccc1=O,i
Cc1cc(NC(=O)C2CCCN2S(=O)(=O)c2ccc(Cl)s2)n(C(C)C)n1 (configuration not stated),i
COc1cc(-c2ccc(=O)n(CC(=O)Nc3ccc(C)c(Cl)c3)n2)cc(OC)c1OC,i
Cc1cnc2c(c1SCC(=O)NCc1ccccc1)c(=O)n(C)c(=O)n2C,i
O=C(NCc1ccsc1)C1CCCCC1,i
CC(C)CS(=O)(=O)NCC1(c2cccs2)CCOCC1,i
COc1ccc(CNC(=O)c2ccc(S(=O)(=O)c3ccc(C)c(C)c3)nc2)cc1OC,i
O=S(=O)(NCC1CCN(C2CCCC2)CC1)c1ccc2c(c1)OCCO2,i

# Carrying on:
SMILES,GIRK2 act
O=C(NCC1CCN(C(=O)COc2ccccc2)CC1)c1ccccc1Br,i
O=C(NCc1ccco1)c1cc(N2C(=O)CCS2(=O)=O)ccc1Cl,i
CCOc1ccc(-c2noc(CCn3c(=O)[nH]c4ccccc4c3=O)n2)cc1OC,i
CSc1cccc(NC(=O)Cc2csc(NC(=O)c3ccc(=O)[nH]c3)n2)c1,i
O=C(Nc1ccc(SCC(=O)N2CCCCC2)nn1)c1cccc(F)c1,i
CCC(=O)Nc1nnc(-c2ccc(Br)s2)o1,i
Cc1c(Cl)cccc1NC(=O)c1ccc(=O)n(Cc2cccc([N+](=O)[O-])c2)c1,i
COc1ccc(Cl)cc1-n1nnc(C(=O)Nc2ccc3c(c2)C(=O)OC3)c1C,i
COC(=O)c1ccc(NC(=O)CSc2ncc(-c3cccc(Cl)c3)o2)cc1,i
CCCCOc1ccc(C(=O)N2CCC3(CC2)NC(=O)N(CCc2ccccc2)C3=O)cc1,i
C=CCn1c(=O)c2sc(N(CC)CC)nc2n(CC(=O)Nc2ccc3c(c2)OCCO3)c1=O,i
CS(=O)(=O)N1CCC(C(=O)N2CCN(Cc3nc(-c4ccccc4)cs3)CC2)CC1,i
O=C(NCC(c1ccco1)N1CCOCC1)c1cc(-c2ccccc2)on1 (configuration not stated),i
Cn1c(=O)c2c(nc(N3CCCCCC3)n2CC(O)c2ccccc2)n(C)c1=O (configuration not stated),i
Cc1ccc(NC(=O)Nc2ccc(-c3ccc(=O)n(C)n3)cc2)cc1,i
Cc1cc(NC(=O)C2CCCN(c3ccc(-n4cccn4)nn3)C2)no1 (configuration not stated),i
O=C(NCC(O)(c1ccccc1)C(F)(F)F)c1ccc(Cl)c(Cl)c1 (configuration not stated),i
COc1cn(CC(=O)NCc2ccccc2)c(CSc2ccc(C)cc2)cc1=O,i
COc1ccccc1OCC(=O)Nc1ccc2c(c1)N(C(=O)C1CCCC1)CC2,i
Cc1c(Cl)cccc1NC(=O)CCc1csc(NC(=O)c2ccc(F)cc2)n1,i
CC(=O)Nc1cccc(NC(=O)C(=O)NCCN2CCOC(c3ccccc3)C2)c1 (configuration not stated),i
Cc1ccc(-c2ccc(=O)n(CCNC(=O)Nc3cccc(C(F)(F)F)c3)n2)cc1,i
COc1ccc(OCC(=O)Nc2ccc(N3CCCC3=O)c(C)c2)cc1,i
Cc1cccc(Nc2ccc(N3CCN(S(=O)(=O)c4cccs4)CC3)nn2)n1,i
CC(=O)c1cccc(S(=O)(=O)N2CCC(COCc3ccc(Cl)cc3)CC2)c1,i

# In the list so far, 15 have an aryl methoxy group:
SMILES,GIRK2 act
COc1ccc(Cl)cc1NC(=O)Cc1csc(-n2cccc2)n1,i
CCn1c(C)cc(O)c(C(c2ccc(O)c(OC)c2)c2c(O)cc(C)n(CC)c2=O)c1=O,i
COc1ccc(C(CNC(=O)C(=O)Nc2ccccc2C#N)N2CCOCC2)cc1 (configuration not stated),i
COc1ccc(OC)c2sc(N3CCN(C(=O)c4ccno4)CC3)nc12,i
COc1ccc(OC)c(NC(=O)CCCn2nc(-c3ccco3)ccc2=O)c1,i
CCC(C)NC(=O)Cc1cc(-c2ccc(OC)cc2)on1 (configuration not stated),i
COc1ccc(Br)c(C(=O)NCC2CCN(c3ccccn3)CC2)c1,i
COc1ccccc1OCC(=O)NCC1CCN(Cc2ccccc2)CC1,i
COc1cc(-c2ccc(=O)n(CC(=O)Nc3ccc(C)c(Cl)c3)n2)cc(OC)c1OC,i
COc1ccc(CNC(=O)c2ccc(S(=O)(=O)c3ccc(C)c(C)c3)nc2)cc1OC,i
CCOc1ccc(-c2noc(CCn3c(=O)[nH]c4ccccc4c3=O)n2)cc1OC,i
COc1ccc(Cl)cc1-n1nnc(C(=O)Nc2ccc3c(c2)C(=O)OC3)c1C,i
COc1cn(CC(=O)NCc2ccccc2)c(CSc2ccc(C)cc2)cc1=O,i
COc1ccccc1OCC(=O)Nc1ccc2c(c1)N(C(=O)C1CCCC1)CC2,i
COc1ccc(OCC(=O)Nc2ccc(N3CCCC3=O)c(C)c2)cc1,i

# (further entries)
SMILES,GIRK2 act
COc1ccc2sc(N(CCN3CCOCC3)C(=O)c3ccnn3C)nc2c1,i
CCOc1cccc2cc(C(=O)NCCOc3ccc(-c4ccc(C)cc4)nn3)c(=O)oc12,i
CCn1c(=NC(=O)c2ccno2)sc2cc(OC)ccc21,i
COc1ccccc1N1CC(c2nc3ccccc3n2CC(O)COc2ccccc2Cl)CC1=O (configuration not stated),i
C=CCc1ccc(OCC(O)CN2CCN(Cc3ccc4c(c3)OCO4)CC2)c(OC)c1 (configuration not stated),i
Cn1cccc1C(O)CNC(=O)CCS(=O)(=O)c1ccccc1 (configuration not stated),i
CSc1ccccc1NC(=O)C(=O)NCC1CCN(C(=O)c2ccccc2F)CC1,i
O=C(Cc1csc(Nc2ccccc2)n1)NCCCc1ccccc1,i
O=C(CCS(=O)(=O)c1ccccc1)NCC(O)(c1ccco1)C1CC1 (configuration not stated),i
COCCN1CCC(CNC(=O)C(=O)Nc2ccc(C(C)C)cc2)CC1,i
CC(C)N(CC#CCN1C(=O)c2ccccc2C1=O)C(C)C,i
Cc1cnn(C)c1C(=O)Nc1sccc1C#N,i
Cc1ccccc1NC(=O)N1CCC(Cn2c(COc3ccccc3)nc3ccccc32)CC1,i
Cc1c(-c2nnc(-c3ccco3)o2)nnn1-c1cccc(Cl)c1,i
Cc1cc(Nc2ccc(Cl)cc2)nc(-n2cc([N+](=O)[O-])cn2)n1,i
Cc1ccc(S(=O)(=O)NC2CNC(=O)C2)cc1C (configuration not stated),i
O=C(NNC(=O)c1c(F)cccc1F)c1ccc(=O)n(Cc2ccccc2)c1,i
Cc1cc(C)n(-c2nc3c(c(=O)n(CC(N)=O)c(=O)n3C)n2Cc2cccc(Cl)c2)n1,i
C=C(Br)Cn1c(C2CC(=O)N(C)C2)nc2ccccc21 (configuration not stated),i
O=C(Nc1ccc(Cl)c(Cl)c1)N1CCN(CCn2cccn2)CC1,i
COc1cn(CC(=O)Nc2ccc(C(N)=O)cc2)c(CSc2ncccn2)cc1=O,i
COc1ccc(CCC(=O)Nc2ccc3c(c2)N(C(=O)C2CC2)CC3)cc1,i
COc1c(C)cc(S(=O)(=O)NCC2CCN(C)CC2)cc1C,i
COc1ccc(F)cc1CN1CCN(c2cc(C)nc3c4c(C)cc(C)nc4nn23)CC1,i
CCCCOc1ccc(C(=O)Nc2ccc3c(C)c(C)c(=O)[nH]c3c2)cc1,i

# Later entries.
SMILES,GIRK2 act
Cc1ccc(N2CC(C(=O)Nn3cnc4c(cnn4C(C)(C)C)c3=O)CC2=O)cc1 (configuration not stated),i
COc1ccccc1NC(=O)N1CCC(CNC(=O)/C=C/c2cccs2)CC1,i
CC(C)CNC(=O)Cc1csc(Nc2cccc(C(F)(F)F)c2)n1,i
Cn1nc(C(=O)N2CCN(Cc3nc(-c4ccc(Cl)cc4)cs3)CC2)ccc1=O,i
O=C(NCC1(O)CCOCC1)Nc1ccc(F)cc1,i
COc1ccc(C)c2sc(N3CCN(C(=O)c4ccc(S(=O)(=O)C(C)C)cc4)CC3)nc12,i
COc1ccc(Cl)cc1NC(=O)NCCc1csc2nc(-c3ccccc3F)nn12,i
COc1ccc2nc(N3CC(C(=O)N4CCC5(CC4)OCCO5)C3)sc2c1,i
O=C(Cc1ccccc1)N1CCC2(CC1)NC(=O)N(CCOc1ccccc1)C2=O,i
Cc1ccc2[nH]c3c(=O)n(CC(C)c4ccccc4)cnc3c2c1 (configuration not stated),i
Cc1ccc(Oc2cccc(C(=O)Nc3nccs3)c2)nn1,i
Cn1cccc1CN(C(=O)Nc1ccccc1Cl)C1CC1,i
CCOCC(=O)N1CCN(Cc2nnnn2-c2ccc(OCC)cc2)CC1,i
COC(=O)c1ccc(Oc2coc3c4c(ccc3c2=O)OCN(C2CC(C)(C)NC(C)(C)C2)C4)cc1,i
O=C(NCC(O)(c1ccco1)C1CC1)c1cc(-c2ccccc2)on1 (configuration not stated),i
COc1cc(C(=O)Nc2cc(C)nn2C(C)C)cc(OC)c1OC,i
CCn1nc(C)cc1C(=O)Nc1ccc(S(N)(=O)=O)cc1,i
O=c1c2cc(-c3ccc(F)cc3)nn2ccn1Cc1nc(-c2ccccc2)no1,i
O=C(c1cc(=O)c2ccccc2o1)N1CCN(C(=O)c2cnn3ccccc23)CC1,i
CCOC(=O)N1CCc2nc(NC(=O)COc3ccc(F)cc3)sc2C1,i
COc1ccc(Nc2nnc(Cc3ccc(C)cc3)c(=O)[nH]2)c(OC)c1,i
COc1cc(NC(=O)c2ccc(Br)o2)ccc1N1CCCC1=O,i
CCCC(=O)Nc1ccc(C(=O)NCCNC(=O)C(CC)c2ccccc2)cc1 (configuration not stated),i
NC(=O)Cc1ccc(NC(=O)c2ccco2)cc1,i
O=C(Cn1ncc2c(c1=O)N(C1CC1)C(=O)CS2)N1CCCc2ccccc21,i

# Further structures.
SMILES,GIRK2 act
O=C(COc1ncccn1)NCCc1ccccc1,i
CN1CCCc2cc(C(CNS(=O)(=O)c3ccccc3Cl)N3CCOCC3)ccc21 (configuration not stated),i
O=C(COc1ccc(F)cc1F)NCCn1nc(-c2cccs2)ccc1=O,i
CNC(=O)C1Cc2ccccc2N1C(=O)Nc1ccc(C)cc1 (configuration not stated),i
Cn1nc(C2CCN(C(=O)C3(c4cccs4)CCCC3)CC2)n(-c2ccccc2)c1=O,i
Cc1ccc(CN2C(=O)NC3(CCN(S(=O)(=O)c4ccccc4F)CC3)C2=O)cc1,i
Cc1ccc(C)c(-c2ccc(SCC(=O)Nc3nccs3)nn2)c1,i
